Screens as filed in PubChem.
FBPA Giardia inh – qHTS Assay for Inhibitors of Fructose-1,6-bisphosphate Aldolase from Giardia Lamblia. A8B2U2. purified Giardia FBPA. Potency, µM (highest dose often 59.6 µM), inactives show at the highest dose activity, negative = inhibition, hits mostly inhibitors. hit rate 0.71% among 290,000. AID 2451, 2010; active means well fitted inhibition curve with a large enough effect; inconclusive means small, poorly fitted or top-dose-only effect, or effect the other way; further: nearly all actives have a fitted effect of over 55% in size
Target sequence (A8B2U2 whole entry, looked up): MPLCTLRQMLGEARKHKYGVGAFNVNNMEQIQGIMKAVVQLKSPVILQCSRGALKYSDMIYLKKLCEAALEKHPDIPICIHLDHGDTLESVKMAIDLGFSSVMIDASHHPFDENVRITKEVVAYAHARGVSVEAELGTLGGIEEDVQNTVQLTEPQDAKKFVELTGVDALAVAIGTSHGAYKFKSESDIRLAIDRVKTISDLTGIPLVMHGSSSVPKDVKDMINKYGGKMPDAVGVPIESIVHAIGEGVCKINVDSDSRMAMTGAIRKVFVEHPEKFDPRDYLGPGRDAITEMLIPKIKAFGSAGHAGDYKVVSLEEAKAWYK
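Giardia FBPA (40 nM reagent) was preincubated 10 min at RT with compound (up to 57.5 uM final), then substrate plus GAPDH/TPI/NAD/arsenate coupling system with diaphorase/resazurin was added; resorufin fluorescence (525/598 nm) was read after 20 min.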
* = called active by the depositor; ? = inconclusive; & = joins results of further samples; [ ] = remark or other dose. On the % scale 0 is the no-effect control and ±100 the full control effect; potency means the concentration at half of the fitted maximal effect. Not all compounds are listed. The share of hits here may be higher or lower than overall.

canonical_smiles	FBPA Giardia inh
COC(=O)c1ccc(C(NC(=O)OCc2ccccc2)/C(=C/[C@@H](C)C(=O)NCc2ccncc2)c2cccnc2)cc1 (stereo partly drawn)	2.6%
CN(C)c1ncc2nc(CCc3ccccc3)c(=O)n(CCC#N)c2n1	1.1%
C=C[C@@]1(C)CC(=O)[C@@]2(O)[C@@]3(C)[C@@H](O)CCC(C)(C)[C@@H]3[C@H](O)[C@H](OC(C)=O)[C@@]2(C)O1	8.3%
COc1ccccc1CNc1nc(-c2cccc(C#N)c2)nc2ccccc12	-6.1%
O=C(O)C(O)[C@@](O)(Cc1ccc(O)cc1)C(=O)O (stereo partly drawn)	-1.0%
C=CCc1ccccc1OC[C@H](O)CNC(C)C	-5.6%[21.7 µM]
CSCC[C@H](NC(=O)[C@H](CO)NC(=O)[C@H](Cc1ccc(O)cc1)NC(=O)[C@@H](N)CO)C(=O)N[C@@H](CCC(=O)O)C(=O)N[C@@H](Cc1cnc[nH]1)C(=O)N[C@@H](Cc1ccccc1)C(=O)N[C@@H](CCCNC(=N)N)C(=O)N[C@@H](Cc1c[nH]c2ccccc12)C(=O)NCC(=O)N[C@@H](CCCCN)C(=O)N1CCC[C@H]1C(=O)N[C@H](C(=O)NCC(=O)N[C@@H](CCCCN)C(=O)N[C@@H](CCCCN)C(=O)N[C@@H](CCCNC(=N)N)C(=O)N[C@@H](CCCNC(=N)N)C(=O)N1CCC[C@H]1C(=O)N[C@H](C(=O)N[C@@H](CCCCN)C(=O)N[C@H](C(=O)N[C@@H](Cc1ccc(O)cc1)C(=O)N1CCC[C@H]1C(=O)O)C(C)C)C(C)C)C(C)C	6.5%
CNc1ncnc2ccc(-c3ccccc3C)cc12	?
CCOC(=O)C1=C(C(=O)OCC)C(C(=O)OCC)N(S(=O)(=O)C(F)(F)F)c2ccccc21 (stereo not drawn)	0.1%
CC1(C)N([O-])[N+](=O)C1(C)Br (stereo not drawn)	-8.8%
COCC(=O)N1CCC2(CCCN(C(=O)Nc3cccc(F)c3)C2)CC1	-0.8%
CCOC(=O)CCCCC1=CC2=CC(=O)C(C)(O)C(=O)C2=CO1 (stereo not drawn)	-12.2%[12.9 µM]
CC(C)[C@H]1COC(c2cccc([N+](=O)[O-])c2)=N1	0.0%[136 µM]
COc1ccc(COC(=O)N/N=C2/C[C@@H](O)[C@@H](O)[C@@H]3[C@@H]4C(=O)N(C(C)(C)C)C(=O)[C@H]4CC[C@@H]23)cc1	4.0%[12.9 µM]
COc1cc(C2c3cc4c(cc3C(OC3OC5COC(C)O[C@@H]5C(O)C3O)C3COC(=O)C23)OCO4)cc(OC)c1O (stereo partly drawn)	1.5%
CCCn1c(-c2ccc(F)cc2)nc2c(NCCN3CCOCC3)nc(C)nc21	1.7%
CCCN1CCC(=O)N(C(CSc2ccc(Br)cc2)Cc2ccccc2)CC1 (stereo not drawn)	0.1%
CN(C)C(=O)c1ccc(-c2ccc3ncnc(NC4CC4)c3c2)cc1	1.9%
C#CCCCO/N=C1/C[C@@H](O)[C@@H](O)[C@@H]2[C@@H]3C(=O)N(C4CCCCC4)C(=O)[C@H]3CC[C@@H]12	2.7%[12.9 µM]
CCOC(=O)[C@H](N)/C=C(\C)CP(=O)(O)O	8.4%

Some of the entries so far, as labelled records.
CNc1ncnc2ccc(-c3ccccc3C)cc12
  FBPA Giardia inh = ?
CCOC(=O)C1=C(C(=O)OCC)C(C(=O)OCC)N(S(=O)(=O)C(F)(F)F)c2ccccc21 (stereo not drawn)
  FBPA Giardia inh = 0.1%
CC1(C)N([O-])[N+](=O)C1(C)Br (stereo not drawn)
  FBPA Giardia inh = -8.8%
COCC(=O)N1CCC2(CCCN(C(=O)Nc3cccc(F)c3)C2)CC1
  FBPA Giardia inh = -0.8%

The listing continues.
canonical_smiles	FBPA Giardia inh
Oc1ccc(O)cc1	-5.0%&-2.7%
CSCC[C@H](NC(=O)[C@H](CC(C)C)N(C)C(=O)[C@@H]1CCCN1C(=O)[C@H](Cc1ccccc1)NC(=O)[C@H](Cc1ccccc1)NC(=O)CCC(C)N)C(=O)O (stereo partly drawn)	-8.7%
C=CCN1CCC23c4c5ccc(O)c4O[C@H]2C(=O)CC[C@@]3(O)C1C5 (stereo partly drawn)	1.1%
CC(=O)OC1C2CCC3C1(CC(O)[C@@]1(O)[C@@H](CC(O)C1(C)C)[C@]3(C)O)C[C@@]2(C)O (stereo partly drawn)	9.0%
CCCN(C/C=C\I)[C@@H]1CCc2cccc(O)c2C1	?
CCCC[C@@H]1C[C@H]1C(NC(=O)c1ccc(-c2ccccc2)cc1)c1ccc(-c2ccccc2)cc1 (stereo partly drawn)	9.1%
C[C@H]1Cc2c(COc3ccccc3)nc3c(c2CO1)CN(S(=O)(=O)c1ccc(C#N)cc1)CC3	2.7%[12.9 µM]
c1ccc(-c2nc(-c3cccs3)c(NC3CCCCC3)o2)cc1	0.2%
COc1ccc(CNc2ccnc(-c3ccccc3C(F)(F)F)n2)c(OC)c1	-12.2%
O=c1[nH]c(=O)n([C@@H]2O[C@H](CO)[C@@H](O)[C@H]2O)cc1Br	5.3%
COCCn1c(=O)c(-c2ccc(Cl)cc2)nc2cnc(Oc3ccccc3)nc21	-9.4%
COCCNC(=O)C1(C(F)(F)F)C/C(=C\CCO)CCCO1 (stereo not drawn)	4.8%
COc1cc2c(cc1OC)Cc1cc(OC)c(OC)cc1Cc1cc(OC)c(OC)cc1C2	7.3%
Cn1c(=O)n2n(c1=O)[C@H]1[C@H](O)[C@H]3O[C@@H]3/C(=N/OC[C@@H](O)COCc3ccco3)[C@@H]1CC2	0.1%[12.9 µM]
Cc1ccc(OC2C(O)COC2/C=C/C#Cc2ccc(C(C)(C)C)cc2)cc1 (stereo not drawn)	0.0%&-1.2%[12.9 µM]
COC(=O)c1ccc(C(NC(=O)OCc2ccccc2)/C(C)=C/[C@@H](C)C(=O)N[C@@H](CO)Cc2ccccc2)cc1 (stereo partly drawn)	1.7%
CC1CCC(O)C/C1=C\C=C1/CCCC2(C)C1CCC2C(C)/C=C/C(C)C(C)C (stereo not drawn)	3.1%
O=c1c(CCc2ccccc2)nc2cnc(Oc3ccccc3)nc2n1C1CC1	4.5%
OC1OC[C@H](O)[C@H](O)[C@H]1O (stereo partly drawn)	3.0%
O=C1C[C@@H](c2ccc3ccccc3c2)N1S(=O)(=O)c1ccccc1[N+](=O)[O-]	16.0%

canonical_smiles	FBPA Giardia inh
CCCC[C@@H]1C[C@H]1C(NC(=O)c1ccccc1)c1ccc(C(F)(F)F)cc1 (stereo partly drawn)	-4.4%
COc1ccc(/C=C/C(=O)CC(=O)/C=C/c2cccc(O)c2OC)cc1O	-19.3%
CC(C)(O)C1C2OC(=O)C1[C@]1(O)C[C@H]3O[C@]34C(=O)O[C@H]2[C@]14C (stereo partly drawn) (tested in a mixture with another compound)	2.9%
CC(CC(O)C1OC1(C)C)C1CCC2(C)C3=CCC4C(C)(C)C(=O)CCC4(C)C3CC[C@@]12C (stereo partly drawn)	-0.2%
CC(=O)c1ccc(OC2C=CC(C#Cc3ccc(Br)cc3)OC2CO)cc1 (stereo not drawn)	-4.0%[12.9 µM]
O=c1cnc2cnc(Nc3ccccc3)nc2n1C1CC1	-0.8%
Oc1ccc(C2Oc3cc(O)cc(O)c3CC2O)cc1 (stereo not drawn)	-10.4%
N[C@@H](COP(=O)(O)O)C(=O)O	?
Cc1cnc(CNc2cc(-c3ccc(N(C)C)cc3)ncn2)cn1	-15.4%
CCOC(=O)C1=C(N)Oc2ccc(Br)cc2C1C(C#N)C(=O)OCC (stereo not drawn)	-18.4%&-18.0%
O=C(Nc1cc(NC(=O)c2ccccc2)c(C(=O)O)cc1C(=O)O)c1ccccc1	6.3%&5.9%
CN(Cc1ccco1)c1ncncc1-c1ccccc1Cl	-12.6%
C[C@H](NC[C@H](O)CP(=O)(O)CC1CCCCC1)c1ccc(Cl)c(Cl)c1	-1.4%
CN(C(=O)Cc1ccccc1OC(=O)c1ccccc1)c1ccccc1I	16.9%
CC(C)(C)c1onc(OCP(=O)(O)O)c1CC(N)C(=O)O (stereo not drawn)	3.7%
c1ccc(N2CCCC3(CCNCC3)C2)nc1	-8.3%
CN(C)c1ncc2nc(-c3ccc(F)cc3)c(=O)n(CCc3ccccc3)c2n1	4.9%
Cc1cccc(CNc2ccnc(-c3cccc(C#N)c3)n2)c1	-5.8%
C#CCCCCCCCCCCCC(O)CC(O)CO (stereo not drawn)	4.8%
CC(C)C[C@H](NC(=O)[C@H]1O[C@@H]1C(=O)O)C(=O)NCCCCN=C(N)N	4.6%

canonical_smiles	FBPA Giardia inh
CCCNC(=O)N1N=C(c2ccc(N)cc2)c2cc3c(cc2C1C)OCO3 (stereo not drawn)	5.1%
C=CCOC(=O)C(C(C)=O)C(NC(=O)OC)c1ccc2ccccc2c1 (stereo not drawn)	2.5%[12.9 µM]
COc1cc(OC)cc(-c2nnc3n2N=C(c2ccc(OC)c(OC)c2)CS3)c1	3.0%
CC12CCC=CC1C(c1ccc3ccccc3c1Br)N(Cc1ccccc1)C2=O (stereo not drawn)	-21.0%
CCCCCCCC/C=C\CCCCCCCC(=O)N[C@@H](CO)Cc1ccc(O)cc1	-8.9%
COC(=O)[C@@]1(Cc2ccc(OC)cc2)[C@H]2c3cc(C(=O)N(C)C)n(CCc4ccccn4)c3C[C@H]2CN1C(=O)c1ccccc1	-6.8%
NC(Cn1ccc(=O)c(O)c1)C(=O)O (stereo not drawn)	-14.1%
CC[C@H](C)[C@@H](NC(=O)O[C@@H]1Cc2cc(Br)ccc2O[C@H]1c1cccc(OC)c1)C(=O)OC	0.6%
COc1ccc(-n2nc(C(F)(F)F)cc2-c2ccc(Cl)cc2)cc1	-6.8%&-5.9%
CCCCCCCCCCCC	-0.3%
COC(=O)N1CCC2(CCCN(C)C2)CC1	-3.6%
COc1ccc(-n2c(=O)c(C)nc3cncnc32)cc1	-0.6%
O=C(O)CN(CC(=O)O)c1ccccc1OCCOc1ccccc1N(CC(=O)O)CC(=O)O	?
O=C(c1ccncc1)N1CCC2(CCCN(c3ccc(-c4ccccc4)cc3)C2)CC1	-8.9%
Cc1cc(O)c(C=O)c2c1C(=O)Oc1c(C)c(O)c3c(c1O2)C(O)OC3=O (stereo not drawn)	?
CC[C@@H](C)[C@H]1O[C@]2(CC[C@@H]1C)C[C@@H]1C[C@H](C/C=C(/C)[C@H](O[C@@H]3C[C@H](OC)[C@H](O[C@@H]4C[C@H](OC)[C@@H](O)[C@H](C)O4)[C@H](C)O3)[C@@H](C)/C=C\C=C3CO[C@@H]4[C@H](O)C(C)=C[C@@H](C(=O)O1)[C@]34O)O2 (tested in a mixture with another compound)	-7.3%
COc1cccc(Nc2ncc3nc(-c4ccccc4)c(=O)n(Cc4cccs4)c3n2)c1	0.5%
COc1cc2c(cc1OC)[C@@]13CCN4CC5=CCOC6CC(=O)N2C1[C@H]6[C@@H]5C[C@@H]43 (stereo partly drawn)	-0.6%
CC(C)=CCOc1cc2oc(=O)ccc2cc1O	-11.4%
CCN1C(=O)[C@H]2[C@H]3[C@H](O)[C@H](O)C/C(=N/O[C@@H]4O[C@H](COC(C)=O)[C@@H](OC(C)=O)[C@H](OC(C)=O)[C@H]4OC(C)=O)[C@@H]3CC[C@@H]2C1=O	-0.3%[12.9 µM]

canonical_smiles	FBPA Giardia inh
CCCCC/C=C\C/C=C\C/C=C\C/C=C\CCCCOC(CO)CO	-15.7%
CCCN1CCC(=O)N(C(CSc2ccc(C)cc2)CC(C)C)CC1 (stereo not drawn)	-1.0%
CC(=O)SC[C@@H](Cc1ccccc1)C(=O)NCC(=O)OCc1ccccc1	3.6%[21.7 µM]
CC(C)CN1CCCC2(CCN(C(=O)c3cc(C(F)(F)F)cc(C(F)(F)F)c3)CC2)C1	3.4%
Cc1[nH]c(/C=C2\C(=O)Nc3ccc(S(=O)(=O)N(C)c4cccc(Cl)c4)cc32)c(C)c1C(=O)N1CCN(C)CC1	-1.9%
Clc1ccc(N2CC3CCC(C2)N3)nn1	1.6%
NCCCNCCCCN(CCCN)/[N+]([O-])=N/O	-10.0%
C=CC[C@]1(O)CCC2C3CCC4=CCCCC4C3CCC21C (stereo partly drawn)	1.6%
COC(=O)C1=C(C)N(Cc2ccccc2)c2c(C(=O)OC)c(C(=O)OC)c(C(=O)OC)c(=O)n2C1c1ccccc1 (stereo not drawn)	-2.2%&0.9%[12.9 µM]
Cc1cccc(CNc2ncnc3ccc(-c4c(C)noc4C)cc23)c1	-7.1%
COCCNc1nc(-c2c(C)noc2C)nc2ccccc12	3.6%
CN1CCC2(CC1)CCN(C(=O)c1ccncc1)CC2	0.9%
O=Cc1ccc(OC2C=CC(c3ccccc3)OC2CO)cc1 (stereo not drawn)	0.3%[12.9 µM]

At a glance, two of the compounds above:
canonical_smiles	FBPA Giardia inh
CCCCC/C=C\C/C=C\C/C=C\C/C=C\CCCCOC(CO)CO	-15.7%
CCCN1CCC(=O)N(C(CSc2ccc(C)cc2)CC(C)C)CC1 (stereo not drawn)	-1.0%
